ERG-DNA inh: inhibitors of human ERG Ets domain-DNA interaction; fluorescence polarization, His-ERG Ets domain / labelled DNA; Potency, µM (doses to about 76.9 µM), for inactives: top-dose FP activity, negative = inhibition, usual class: inhibitors; AID 624246; 0.028% of 370,000 active; P11308; active = well fitted inhibition curve with a large enough effect in the polarisation, with a control signal flat; inconclusive = small, poorly fitted or top-dose-only effect, or effect the other way, or a change in a side signal; inactive = no such curve, though single readings can be large or run the other way; the % refers to the polarisation;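 note: polarization taken with two DNA probes labelled with fluorescein and Texas red; potency is the fitted concentration of half-maximal effect; % of control where 0% means no effect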
Target sequence (P11308 whole entry, looked up, the tested form may be a part): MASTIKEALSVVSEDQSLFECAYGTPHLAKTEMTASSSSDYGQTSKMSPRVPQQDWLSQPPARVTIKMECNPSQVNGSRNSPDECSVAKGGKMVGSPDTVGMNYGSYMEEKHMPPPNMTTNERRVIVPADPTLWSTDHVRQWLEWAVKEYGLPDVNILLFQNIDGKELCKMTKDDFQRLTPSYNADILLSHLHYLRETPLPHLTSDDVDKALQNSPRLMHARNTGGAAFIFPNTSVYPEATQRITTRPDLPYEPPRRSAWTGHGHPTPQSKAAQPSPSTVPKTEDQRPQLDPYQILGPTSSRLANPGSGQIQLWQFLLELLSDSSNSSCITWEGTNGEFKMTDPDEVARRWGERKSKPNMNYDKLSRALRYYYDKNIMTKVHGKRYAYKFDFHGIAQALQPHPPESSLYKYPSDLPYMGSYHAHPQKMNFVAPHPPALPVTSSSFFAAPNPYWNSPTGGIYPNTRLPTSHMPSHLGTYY
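His-tagged ERG Ets domain (1 uM in the protein solution; 300mM KCl, 50mM Tris-HCl, 1mM EDTA, 1mM DTT, pH 7.5) received compound, then a probe mix of 5 nM fluorescein-DNA and 100nM Texas-615-DNA. Fluorescence polarization was read for both dyes.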
RGS4 inhibitor: human RGS4 inhibition; 0.039% of 390,000 active; Potency, µM (top dose mostly 114 µM), without a hit: top-dose activity change, negative = inhibition, most hits filed as inhibitors; P49798; Transcreener GDP fluorescence polarization, RGS4-accelerated GTP hydrolysis; AID 504845; note: potency is the fitted concentration of half-maximal effect; % is set by controls: 0 for no effect and ±100 for the full control effect; nearly all actives have a fitted effect of over 75% in size; some results filed as inactive show a strong effect at the top dose
Target sequence (P49798 whole entry, looked up): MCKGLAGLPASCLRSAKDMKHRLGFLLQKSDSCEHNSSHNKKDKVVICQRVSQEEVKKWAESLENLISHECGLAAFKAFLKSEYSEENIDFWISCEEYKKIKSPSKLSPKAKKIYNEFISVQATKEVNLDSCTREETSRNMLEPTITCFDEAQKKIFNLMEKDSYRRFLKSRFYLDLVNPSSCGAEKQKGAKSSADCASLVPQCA
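MLSMR compounds (23 nl, pin-transferred) preincubated 10 min at room temperature with a 500nM (2x) first reagent, then RGS4 at 900nM (2x) plus Transcreener GDP mix added; fluorescence polarization (620/688 nm) read before and after 90 min at 30 °C.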
Vif-A3F inh: inhibitors of Vif-A3F interaction; 0.2% of 390,000 active; HeLa A3F-eYFP + Vif (tagged APOBEC3F with the HIV-1 protein that degrades it), YFP fluorescence increase; Potency, µM (titrated, usually from 46.1 µM), for inactives: top-dose activity, negative = active; note: potency is the fitted concentration of half-maximal effect; % of control where 0% means no effect; nearly all actives have a fitted effect of over 65% in size
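Fluorescence increase (Ex 488/Em 500-530) after overnight compound treatment at 37 deg C flags inhibition of Vif-driven A3F-eYFP loss in stable HeLa A3F-eYFP/Vif cells seeded overnight beforehand.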
LDHA inh: inhibitors of human lactate dehydrogenase A; P00338; purified LDHA, NADH/diaphorase-resazurin fluorescence; active compounds read low; activity change, % (values are at about 110 or 230 µM); 0.15% of 480,000 active; in the data active = activity change below about -30%; inconclusive = mostly about -25% to -30%;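 note: plate controls were DMSO wells for no effect and wells without enzyme for full effect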
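Human LDH5 at 2 nM final in Tris HCl pH 7.4 with 0.06 mM NADH and 0.2 mM pyruvate, reacted 5 minutes at room temperature. Remaining NADH coupled via diaphorase/resazurin; resorufin fluorescence read at 0 and 20 minutes, normalized to enzyme-free and DMSO wells.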
Glioma ERSR ind: induces the endoplasmic reticulum stress response in human glioma cells; U87-MG GRP78 promoter luciferase reporter, 16 h; AID 602332; 0.02% of 420,000 active; Potency, µM, for inactives: at the top dose activation, hits mostly activators; note: potency is the fitted concentration of half-maximal effect; series mostly up to about 76 µM; % of control where 0% means no effect; nearly all actives have a fitted effect of over 35% in size
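Stably transfected U87-MG glioma cells carrying a GRP78-based luciferase sensor; 16 h compound incubation. Luminescence end-point read 10 min after Bright-Glo addition at room temperature.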
D2 antag: antagonists of human D2 dopamine receptor; P14416; HEK293 TREx D2 cells, calcium flux, dopamine EC80; inhibition, % at 10 µM; 2% of 340,000 active; AID 485344; in the data active = inhibition above about 30%; note: 0% is about no effect
Target sequence (P14416 whole entry, looked up): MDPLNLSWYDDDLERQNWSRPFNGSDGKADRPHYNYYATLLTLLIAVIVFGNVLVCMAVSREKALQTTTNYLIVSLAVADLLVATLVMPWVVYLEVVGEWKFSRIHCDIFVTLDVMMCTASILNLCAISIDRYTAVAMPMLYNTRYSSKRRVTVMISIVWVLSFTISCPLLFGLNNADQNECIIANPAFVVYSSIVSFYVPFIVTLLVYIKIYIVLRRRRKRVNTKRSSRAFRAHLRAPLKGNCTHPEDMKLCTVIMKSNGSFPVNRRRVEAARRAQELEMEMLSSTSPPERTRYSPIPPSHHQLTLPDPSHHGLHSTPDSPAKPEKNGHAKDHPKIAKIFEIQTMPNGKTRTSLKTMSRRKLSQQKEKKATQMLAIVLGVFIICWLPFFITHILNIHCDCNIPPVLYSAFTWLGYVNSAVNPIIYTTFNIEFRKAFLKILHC
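Antagonism is scored as inhibition of an EC80 dopamine-evoked calcium signal in a force-coupled, tetracycline-inducible HEK293 T-REx D2 line, with compound present 180 s before agonist.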
Vif-A3G inh: blocks the Vif interaction with human APOBEC3G; Q9HC16; AID 602310; Potency, µM (doses to about 46.1 µM), inactives show at the highest dose activity, negative = active, hits mostly inhibitors; 0.076% of 410,000 active; HeLa A3G-eYFP + Vif (tagged APOBEC3G with the HIV-1 protein that degrades it), YFP fluorescence, overnight;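 note: potency is the fitted concentration of half-maximal effect; % is set by controls: 0 for no effect and ±100 for the full control effect; nearly all actives have a fitted effect of over 60% in size; hits raise eYFP signal because A3G escapes Vif-driven loss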
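HeLa cells stably expressing Vif and C-terminally eYFP-tagged A3G, seeded overnight at 37 deg C, then exposed to compound by pintool overnight at 37 deg C. Rise in yellow fluorescence (Ex 488/Em 500-530, Acumen) marks blocked Vif-driven A3G degradation.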
ALOX12 inh: blocks human arachidonate 12S-lipoxygenase; purified 12hLO, xylenol orange hydroperoxide absorbance; Potency, µM (titrated, usually from 108 µM), for the others: at the highest dose activity change, negative = inhibition, usual class: inhibitors; 1.1% of 580,000 active; AID 1671190; note: potency is the fitted concentration of half-maximal effect; % is set by controls: 0 for no effect and ±100 for the full control effect
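Purified human 12hLO (150 nM final) in 25 mM Hepes, 0.01% Triton X-100, pH 7.0 was preincubated 15 min at room temperature with compound. Then 40 uM arachidonic acid was added, 30 min. Hydroperoxide was read by Fe-XO absorbance ratio 573/405 nm.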
D2 agonist: D2 dopamine receptor (human) agonism; HEK293 T-REx D2 cells, calcium flux agonist mode; activation, % at 2 µM; P14416; 0.53% of 340,000 active;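 active = activation over 3 SD above normal in the single-dose calcium agonist read, cut at about 30% in these data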; note: 0% is about no effect
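Tetracycline-induced HEK293 T-REx cells with force-coupled D2 receptor, plated overnight at 30 C, loaded with no-wash calcium dye. After a 10 s baseline, compound was pin-added and calcium flux read kinetically for 180 s; calcium rises flagged agonists.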
Starred values were filed as active, the others as inactive; i = inactive; u = inconclusive; x = not tested or not shown; [ ] = another dose, or the depositor's remark. Unless noted, calls come from the whole dose curve; as a rule, active = well fitted curve in the direction sought with a large enough effect; inconclusive = small, poorly fitted or top-dose-only effect, or another doubt; inactive = no such curve, though single readings can be large; an effect the other way counts as inactive or inconclusive. The list is partial. The share of hits here may be higher or lower than overall.

SMILES	ERG-DNA inh	RGS4 inhibitor	Vif-A3F inh	LDHA inh	Glioma ERSR ind	D2 antag	Vif-A3G inh	ALOX12 inh	D2 agonist
CCCOCC1CC2(SC(=Nc3ccc(C)cc3)NC2=O)C(=O)O1 (stereo not given)	4%	-7%[11.4 µM]	-7%	-2	1%	11	-7%	59%[activator][57.4 µM]	-1.7
CCOC(=O)c1sc(S(C)(=O)=O)c2c1CC(C)(C)C/C2=N/O	6%	-12%	3%	2	0%	6	0%	u	0.4
Cc1cc(C)c2cc(C=O)c(Cl)nc2c1	-12%	-27%	6%	-10	-7%	-7	-11%	-12%	2.9
CCO[C@@H]1OC(C(=O)Nc2ccccc2)=C[C@H](c2ccc3c(c2)OCO3)[C@H]1CCCO	-2%	-16%	-5%	0	-1%	2	-4%	-8%	0.4
COc1ccc2c(C)cc(SCC(=O)Nc3nsc(-c4ccc(C)cc4)n3)nc2c1	4%	-35%	5%	3	-6%	7	1%	140%[activator]	0.4
COc1ccc(OC)c(NC(=O)CNC(c2ccccc2)c2ccccc2)c1	12%	-9%	6%	1	0%	31*	5%	6%	-0.5
O=C1N(CC(=O)N2CCc3ccccc32)CCN1Cc1ccccc1Cl	1%	-38%	3%	-6	-3%	-19	-2%	-6%	-0.1
CCOc1ccc(C2C(C(=O)Nc3ccc(F)cc3)=C(C)Nc3nc(CCCO)nn32)cc1 (stereo not given)	9%	-16%	-6%	-4	-5%	-7	1%	427%[activator]	-1.3
CCOC(=O)C1=C(C)NC(=S)NC1c1ccc(OCC(=O)N2CCCCCC2)c(OC)c1 (stereo not given)	5%	4%	0%	-19	-5%	-12	-1%	12%	-0.8
O=C(NC1CCCCCC1)c1c(F)c(F)c(F)c(F)c1F	2%	18%	0%	-5	-3%	12	0%	16%	-0.3
O=C1C2C3C=CC(CC3)C2C(=O)N1c1ccc2c(c1)OCO2 (stereo not given)	4%	0%	-2%	-6	0%	-4	1%	4%	-1.2
COC(=O)C1=C(C)N(Cc2ccccc2)C(=NCCCCO)N[C@H]1c1ccccc1	9%	5%	-3%	-1	-4%	3	-1%	x	0.3
O=S(=O)(Nc1nc2ccccc2nc1N1CCN(c2ccccc2F)CC1)c1ccc(Cl)cc1	-6%	-10%	-4%	0	-2%	-1	0%	u	1.0
COc1cccc(NC(=O)CN(C)C(=O)c2cc(CN3C(=O)c4ccccc4C3=O)ccc2OC)c1	-11%	-8%	-7%	0	-4%	x	-12%	1%	x
CS(=O)(=O)N(CC(=O)Nc1ccc2c(c1)OCO2)c1ccccc1	x	9%	-3%	1	1%	3	-5%	-8%	-0.8
Cc1ccc(Cl)cc1NC(=O)CN1C(=O)C(C)(C)c2cc(S(=O)(=O)N3CCCCC3)ccc21	0%	-1%	-11%	-7	-5%	x	2%	-15%	0.4
Cc1ccc(NC(=O)N/C=C/c2ccco2)cc1	6%	-31%	2%	7	0%	0	-6%	u	0.1
Cc1nnc(-c2cnn(-c3ccccc3)c2N)n1Cc1cccc(C(F)(F)F)c1	10%	-12%	-6%	-9	-1%	-2	0%	-2%	0.3
NCCOc1ccccc1-c1ccccc1	-2%	2%	-6%	-2	-4%	14	-4%	u	1.3
COc1cc(CNC2CCCC2)c(Br)cc1OC1CCCC1	16%	14%	5%	-5	-5%	-3	0%	u	1.3

Whole records, looked up by structure. Values in the order: ERG-DNA inh, RGS4 inhibitor, Vif-A3F inh, LDHA inh, Glioma ERSR ind, D2 antag, Vif-A3G inh, ALOX12 inh, D2 agonist
COc1cc(CNC2CCCC2)c(Br)cc1OC1CCCC1 in the list: 16%, 14%, 5%, -5, -5%, -3, 0%, u, 1.3
Cc1nnc(-c2cnn(-c3ccccc3)c2N)n1Cc1cccc(C(F)(F)F)c1 in the list: 10%, -12%, -6%, -9, -1%, -2, 0%, -2%, 0.3

The list continues.
SMILES	ERG-DNA inh	RGS4 inhibitor	Vif-A3F inh	LDHA inh	Glioma ERSR ind	D2 antag	Vif-A3G inh	ALOX12 inh	D2 agonist
Nc1cc(=O)[nH]c(SCC(=O)Nc2cccnc2Cl)n1	2%	-31%	9%	-3	-4%	3	-4%	-7%	1.1
CCCS(=O)(=O)NC(=O)C1(C)CCN(C(=O)c2cc(C)n(C(C)(C)C)n2)C1 (stereo not given)	x	x	x	0	-2%	x	0%	-1%	x
Nc1ccc(NC(=O)NC2CCCCC2)cc1	14%	-7%	-4%	3	-3%	-17	0%	0%	0.3
Cc1nc(C)c(-c2nnc(-c3ccccc3Cl)o2)cc1C(=O)NN	0%	9%[56.9 µM]	-1%	-4	-3%	-28	-4%	-5%	0.2
O=C(NCc1ccncc1)c1nnc(Cc2c(F)cccc2Cl)o1	10%	8%	-5%	6	5%	3	0%	0%	-0.4
COc1ccccc1-n1c(SCC(=O)N2CCCCC2)nc2cccnc21	1%	-19%	3%	-9	-5%	-6	1%	-2%	-1.5
COCCCn1c(=N)c(C(=O)NCc2ccc3c(c2)OCO3)cc2c(=O)n3ccccc3nc21	-11%	0%	-6%	0	-3%	-16	1%	-23%	0.0
COc1ccc(CNC(=O)/C=C/c2ccc(OCCCF)cc2)cc1OC	-3%	-28%	0%	-7	16%	23	1%	201%[activator]	-0.6
O=C1CC(SCCc2nc3ccccc3[nH]2)C(=O)N1c1ccc(F)c(Cl)c1 (stereo not given)	1%	-21%	-2%	-4	-3%	x	1%	u	x
CCCCN=c1sc(C(=O)OC)cc(=O)n1CCCC	9%	20%	-6%	-7	-3%	-8	4%	18%	-0.6
Cc1ccc(NC(=O)CSc2nc3ncc(Cl)cc3[nH]2)c(C)c1	-2%	-35%[56.9 µM]	-2%	-7	-4%	-4	0%	-14%	0.0
CN(NC(=O)Nc1ccc(Cl)cc1)c1c(Cl)c(Cl)nn1C	10%	0%	1%	-1	-5%	-12	-5%	4%	-1.5
Cc1ccc(S(=O)(=O)N2CCCCC2CCNC(=O)C(=O)NCc2ccccc2C)cc1 (stereo not given)	3%	18%	-4%	-1	-8%	x	-19%	-12%	x
CC(=O)Nc1ccc(NC(=O)C2CC(=O)N(c3ccccc3Cl)C2)cc1 (stereo not given)	-2%	0%	-1%	-5	-5%	5	-2%	0%	0.1
CCCCNC(=O)Nc1ccc(C2SCCS2)cc1	-5%	-29%	3%	-4	8%	19	-5%	0%	-0.8
COc1ccc(NC(=O)CSc2nnnn2C2CCCC2)cc1	5%	10%[56.9 µM]	-2%	0	0%	3	9%	3%	-1.3
CC(=O)OCc1cnc(C)c2oc(=O)c(C(=O)Nc3cc(F)ccc3C)cc12	6%	-31%	-4%	2	-3%	x	-1%	-21%	-0.3
Cc1ccc(Nc2cc(=O)[nH]c(=O)[nH]2)c(C)c1	12%	-24%	-10%	-4	-3%	0	0%	0%	-0.2
Brc1ccc(Nc2ncnc3[nH]ncc23)cc1	7%	9%	-5%	1	6%	1	-4%	154%[activator]	0.4
O=C(O)CCc1ccc(S(=O)(=O)N2CCOCC2)cc1	4%	-1%[11.4 µM]	1%	-4	-2%	-2	3%	u	-0.2
NC(=O)NC(=O)COC(=O)c1sc2ccccc2c1Cl	-5%	-26%[11.4 µM]	-14%	-3	0%	-5	2%	-27%	0.4
O=C(NC1CC1)C1=C[C@H](c2c[nH]c3ccccc23)C[C@H](OCc2ccc(CO)cc2)O1	15%	-7%	3%	-2	-4%	12	-11%	i	-1.3
CCOc1ccccc1C(=O)NCC(=O)NCC(C)(C)N1CCOCC1	-2%	10%	1%	-13	-4%	-11	0%	-8%	-0.6
O=C(c1ccco1)N1CCN(C(=O)C2CC(c3ccc(Cl)c(Cl)c3)=NO2)CC1 (stereo not given)	x	26%	11%	-5	-1%	2	-4%	-22%	-1.1
C=CCNC(=O)C1CC(=O)N(c2ccc(OCC(=O)Nc3ccc(CC)cc3)cc2)C1 (stereo not given)	3%	20%	1%	-1	1%	x	-2%	-15%	x
COc1cccc(Nc2cc(C)c3ccccc3n2)c1	-2%	6%	3%	0	2%	-21	-10%	0%	0.0
O=C1OCC/C1=C\c1ccc(O)cc1	16%	9%	-2%	-1	2%	3	1%	0%	0.1
Cc1cc(C)c2nc(N(CCCN(C)C)C(=O)c3ccc(S(=O)(=O)N4CCCCCC4)cc3)sc2c1	2%	2%	-4%	-3	-10%	-11	-6%	u	0.7
O=C(CC1(O)C(=O)Nc2cc(Cl)cc(Cl)c21)c1ccncc1 (stereo not given)	-6%	-19%	-8%	32	-3%	0	-23%	5%	-0.4
O=c1oc(/C=C/c2ccccc2)nc2ccccc12	-4%	4%	-1%	-14	-10%	7	0%	-3%	-0.3
O=[N+]([O-])c1ccc(NCc2ccc(Cl)cc2)nc1	-2%	9%	-7%	-11	6%	-36	0%	0%	0.2
Cc1sc2nc(CN3CCCCC3)nc(Cl)c2c1C	-3%	5%	u	-7	-1%	-12	4%	5%	1.4
CCN1CCN(S(=O)(=O)c2cc(C(=O)O)ccc2Cl)CC1	-3%	-2%	15%	0	-5%	-3	2%	u	0.2
CCn1cc(Cl)c(C(=O)Nc2ccc(OC)c(OC)c2)n1	6%	7%	5%	-8	2%	-4	2%	0%	0.1
O=C(Oc1ccccc1[N+](=O)[O-])c1cccnc1	-2%	-7%	-12%	7	2%	-2	-1%	0%	0.9
CCCn1c(=O)c(F)cn(Cc2ccc(OC)c([N+](=O)[O-])c2)c1=O	1%	-23%	3%	-5	-3%	x	2%	-21%	x
CCCCNC(=O)CSc1nc(Cc2ccccc2)nc2ccccc12	-4%	3%	-6%	-2	-5%	-22	-1%	0%	6.7

Screening results: PubChem, National Center for Advancing Translational Sciences (NCATS)
